M17LAP inhibition – P. falciparum M17LAP inhibitors, primary screen, biochemical, fluorogenic H-Leu-NHMec substrate, 1536-well (AID 1619); 220,000 tested, 0.38% active; one-dose inhibition, % at 30 µM; IC50 in µM for titrated hits; recombinant M17LAP, H-Leu-NHMec fluorogenic kinetic assay; higher % means a stronger effect;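 active = compound inhibiting the enzyme by more than half at any dose during confirmatory dose-response retesting; inconclusive = strong single-dose inhibitors picked by rank but not retested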;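 note: plate controls were full reaction with DMSO carrier for no effect and no enzyme background for full effect; strong numbers were not always called active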
LYP phosphatase – inhibitors of LYP phosphatase, biochemical, fluorescence intensity, uHTS (AID 1779) | recombinant LYP phosphatase, fluorescence intensity; higher % means a stronger effect | 290,000 tested, 0.054% active | inhibition, % at 11.5 µM, or IC50 in µM where a hit was titrated;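 note: plate controls were vehicle with enzyme for no effect and no enzyme for full effect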
M1AAP inhibition – P. falciparum M1AAP inhibitors, biochemical, fluorogenic H-Leu-NHMec substrate, 1536-well (AID 1445). recombinant M1AAP, H-Leu-NHMec fluorogenic kinetic assay; higher % means a stronger effect. one-dose inhibition, % at 30 µM; IC50 in µM for titrated hits. 220,000 tested, 0.42% active;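 active = primary inhibition above the hit cutoff, then over 50% inhibition at one or more dose response concentrations, cut at about 23% in these data, passing the limit was not always enough; inconclusive = conflicting primary data, or primary hits not chosen for dose response; inactive = low primary inhibition, or under 50% at every dose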;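 note: plate controls were DMSO full reaction for no effect and no enzyme background for full effect; strong numbers were not always called active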
human PMI inhibitors – MPI inhibition at elevated mannose 6-phosphate – biochemical, fluorescence intensity, high mannose 6-phosphate, primary screen (AID 1220); recombinant PMI enzyme, coupled fluorescence intensity; higher % means a stronger effect; inhibition, % at 20 µM; hits with a dose series show IC50 in µM; 190,000 tested, 0.66% active
Dynein cargo inh – dynein cargo transport inhibition; 220,000 tested, 0.47% active; z-score, hits read low; 3617.4 mouse cells, GR-EGFP nuclear translocation imaging; test concentration mostly 20 µM; stimulated with dexamethasone, 1 µM; hits give low values;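 active = plate z-score of nuclear minus cytoplasmic receptor signal below a set negative limit, without overly bright fluorescence or cell loss, cut at about -3.5 in these data, passing the limit was not always enough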;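 note: z-score of nuclear minus cytoplasmic ring GR-EGFP intensity difference per well; some compounds called inactive have numbers as strong as hits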
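medium = tetracycline-free induction medium containing charcoal-stripped FBS | also added = 1.0 µM final dexamethasone stimulus | schedule = 48 h induction, 1 h compound, 30 min dex at 37 °C | technique = fixed, Hoechst-stained cells imaged at 10x for EGFP | measure = GR-EGFP nuclear translocation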
XIAP antagonists – small molecules displacing peptide from XIAP – biochemical, IAP family, fluorescence polarization (AID 1018). XIAP BIR domain, fluorescence polarization peptide displacement; higher % means a stronger effect. displacement, % at 20 µM; hits with a dose series show IC50 in µM. 200,000 tested, 0.007% active; in the data active = displacement above about 50%; note: a part of the inactive calls stands beside numbers as strong as those of hits
Siah-1 displacement – blockers of Siah-1 interaction with plectin peptide – biochemical, fluorescence polarization, rhodamine-plectin, uHTS, primary screen (AID 1817) | displacement, % at 20 µM, or IC50 in µM where a hit was titrated | Siah-1 / rhodamine-plectin peptide fluorescence polarization; higher % means a stronger effect | 290,000 tested, 0.02% active;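 active = displacement of at least 50% at 20 µM, with a fluorescence ratio check between 0.3 and a set limit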;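 note: plate controls were Siah plus tracer with DMSO for no effect and tracer alone without Siah for full effect; strong numbers were not always called active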
AID2073 – disruptors of CaV2.2 binding to Mint1 – biochemical, HTRF (AID 2073); inhibition, % at 20 µM; hits with a dose series show IC50 in µM; 290,000 tested, 0.19% active; HTRF protein-protein interaction, Mint1-CaV2.2; higher % means a stronger effect; in the data active = inhibition mostly above about 51%, no sharp cut-off; inconclusive = no clear call, values can overlap the other calls; inactive = mostly below about 53%; note: some results filed as inactive read as strong as hits
human PMI inhibition – MPI enzyme activity inhibition – biochemical, fluorescence intensity, coupled assay, primary screen (AID 1209). purified PMI enzyme, coupled fluorescence intensity; higher % means a stronger effect. inhibition, % at 20 µM; hits with a dose series show IC50 in µM. 190,000 tested, 0.42% active;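 note: plate controls were DMSO vehicle for no effect and wells lacking substrate for full effect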
Dynein cargo inh cytoplasmic EGFP – second read-out of Dynein cargo inh, no call of its own (marks repeat the call); z-score; measured here: cytoplasmic GR-EGFP intensity; hits give high values
Dynein cargo inh nuclear GR-EGFP – also measured in Dynein cargo inh; calls as there; z-score; measured here: nuclear GR-EGFP intensity;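 lower value marks the stronger effect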
Dynein cargo inh cell count – also measured in Dynein cargo inh; calls as there; z-score; measured here: cell count per field
* hit, by the source's call; i = inactive; ? = inconclusive; . = no result given. Cut-off read from the data, not from the text of the source, unless noted: active = inhibition above about 50%; inactive = the rest. Not a hit list, and some 2.1% of all compounds hit somewhere here.

no.	M17LAP inhibition	LYP phosphatase	M1AAP inhibition	human PMI inhibitors	Dynein cargo inh	Dynein cargo inh cytoplasmic EGFP	Dynein cargo inh nuclear GR-EGFP	Dynein cargo inh cell count	XIAP antagonists	Siah-1 displacement	AID2073	human PMI inhibition	structure
1	-2%	-7%	-3%	9%	-0.75	-0.3	-0.36	1.3	-3.3%	2%	0%	11%	O=C(Cc1coc2ccc3ccccc3c12)NCc1ccccc1
2	-3%	4%	3%	21%	1.2	-0.21	0.33	-1.9	-7.0%	7%	0%	19%	O=C(CN1CCN(S(=O)(=O)c2ccc(Cl)cc2)CC1)Nc1ccc2c(c1)CCC2
3	4%	-12%	-4%	-8%	1.1	0.13	0.75	-0.72	-0.4%	4%	-2%	-2%	COc1cccc(CNC(=O)CCS(=O)(=O)c2cccs2)c1
4	0%	-4%	4%	.	0.31	-0.012	0.75	-0.94	.	5%	0%	.	CC1(C)C(=O)OC(/C=C/c2cccc([N+](=O)[O-])c2)C(C)(C)C1=O (stereo unspecified)
5	2%	-4%	-7%	.	-0.32	-0.24	0.25	0.97	.	11%	-7%	.	Cc1ccc2nc(SCC(=O)N3CCN(c4ccccc4)CC3)[nH]c2c1
6	-5%	1%	2%	2%	0.15	-0.25	0.12	0.3	2.1%	i	27%	1%	O=C(Nc1ccccc1N1CCCCC1)c1ccc(-c2cccc(Cl)c2)o1
7	-4%	-10%	-1%	22%	0.046	-0.064	0.15	0.28	2.5%	-1%	14%	7%	COc1cc(CN2CCNC(=O)C2CC(=O)NCCc2ncccc2C)cc(OC)c1 (stereo unspecified)
8	15%	-1%	4%	14%	-0.11	-0.24	-0.29	0.55	-2.7%	4%	-11%	13%	COc1ccc(C(=O)NC(=S)N(CCC(C)C)c2c(N)n(Cc3ccccc3)c(=O)[nH]c2=O)cc1
9	5%	-10%	3%	-5%	-0.96	-0.22	-0.83	0.02	-5.2%	-2%	-4%	-18%	Nc1ncnc2c1nc(SCCO)n2Cc1ccccc1
10	1%	-10%	9%	-118%	0.51	-0.18	0.058	-0.6	-7.3%	-8%	1%	-52%	COc1cc(/C=N/Nc2ccccc2)ccc1OC(=O)c1cccs1
11	-14%	-9%	6%	8%	3.2	-0.26	1.5	-1.6	-2.4%	-1%	-6%	12%	Cc1ccc(S(=O)(=O)C2(C(=O)N(C)C3CCCCC3)CC2)cc1
12	7%	2%	2%	-3%	-0.79	-0.16	-0.16	-0.092	-2.3%	2%	12%	0%	CCC(=O)Oc1c(S(=O)(=O)c2ccc(C)cc2)c(C)nn1C(C)(C)C

Compound profiles (already shown):
Nc1ncnc2c1nc(SCCO)n2Cc1ccccc1 reads M17LAP inhibition = 5%; LYP phosphatase = -10%; M1AAP inhibition = 3%; human PMI inhibitors = -5%; Dynein cargo inh = -0.96; Dynein cargo inh cytoplasmic EGFP = -0.22; Dynein cargo inh nuclear GR-EGFP = -0.83; Dynein cargo inh cell count = 0.02; XIAP antagonists = -5.2%; Siah-1 displacement = -2%; AID2073 = -4%; human PMI inhibition = -18%
COc1ccc(C(=O)NC(=S)N(CCC(C)C)c2c(N)n(Cc3ccccc3)c(=O)[nH]c2=O)cc1 reads M17LAP inhibition = 15%; LYP phosphatase = -1%; M1AAP inhibition = 4%; human PMI inhibitors = 14%; Dynein cargo inh = -0.11; Dynein cargo inh cytoplasmic EGFP = -0.24; Dynein cargo inh nuclear GR-EGFP = -0.29; Dynein cargo inh cell count = 0.55; XIAP antagonists = -2.7%; Siah-1 displacement = 4%; AID2073 = -11%; human PMI inhibition = 13%

(next part)
no.	M17LAP inhibition	LYP phosphatase	M1AAP inhibition	human PMI inhibitors	Dynein cargo inh	Dynein cargo inh cytoplasmic EGFP	Dynein cargo inh nuclear GR-EGFP	Dynein cargo inh cell count	XIAP antagonists	Siah-1 displacement	AID2073	human PMI inhibition	structure
13	-5%	-4%	0%	0%	-0.17	-0.2	0.1	0.031	-0.2%	8%	4%	-12%	CC(=O)CC(=O)NC1C2CC3CC(C2)CC1C3 (stereo unspecified)
14	5%	-2%	6%	.	-0.31	-0.22	0.27	0.1	.	11%	3%	.	COc1ccc(CNC(=O)C(Cc2ccccc2)n2cccc2)cc1 (stereo unspecified)
15	1%	-8%	11%	.	-0.33	-0.76	-0.072	0.034	.	0%	-3%	.	COc1cc(O)c(C(CC(=O)N2CCCC2)c2ccc(N(C)C)cc2)c(OC)c1 (stereo unspecified)
16	14%	1%	0%	23%	-0.41	-0.21	-0.037	0.11	-14%	4%	1%	19%	O=C(CCn1c(=O)sc2ccccc21)Nc1nc2ccccc2s1
17	-15%	-10%	9%	-10%	-0.18	-0.3	0.064	0.19	-7.6%	-7%	8%	-23%	O=C(NC(c1ccccc1)c1ccccc1)C1CCCO1 (stereo unspecified)
18	-5%	-6%	5%	21%	-0.81	0.85	-0.36	-0.16	-7.8%	0%	-6%	21%	O=C(NCCNCCO)c1c(O)c2cccc3c2n(c1=O)CCC3
19	4%	-2%	-2%	14%	-0.11	-0.28	-0.37	-0.0054	-2.8%	0%	-4%	13%	COC(=O)c1cccc(NC(=O)c2cc(OC)c(OC)c(OC)c2Br)c1
20	3%	-8%	-2%	1%	0.025	-0.29	-0.2	0.11	-3.4%	1%	-7%	11%	C=CCN1C(=O)S/C(=C\c2ccc3c(c2)n(C)c(=O)n3C)C1=O
21	7%	-7%	-2%	-3%	0.9	-0.19	-0.0099	-0.28	-5.7%	-2%	-1%	-2%	COc1ccc(/C=N/NC(=O)c2ccc(Cl)cc2Cl)cc1COC(C)=O
22	10%	4%	3%	12%	-0.28	-0.22	0.063	0.4	2.8%	20%	0%	13%	COc1cc(CNc2cc(C)ccc2C)cc(OC)c1OC
23	-5%	-11%	-1%	8%	-0.26	-0.35	-0.14	0.21	-8.2%	-1%	-1%	9%	CC(C)C(=O)Nc1cccc(C(=O)Nc2cc([N+](=O)[O-])ccc2F)c1
24	-3%	1%	0%	7%	-0.59	-0.26	-0.3	0.8	-1.0%	1%	-5%	9%	OC(CNCc1ccccc1F)(c1ccc(F)cc1)c1ccc(F)cc1

Further structures follow.
no.	M17LAP inhibition	LYP phosphatase	M1AAP inhibition	human PMI inhibitors	Dynein cargo inh	Dynein cargo inh cytoplasmic EGFP	Dynein cargo inh nuclear GR-EGFP	Dynein cargo inh cell count	XIAP antagonists	Siah-1 displacement	AID2073	human PMI inhibition	structure
25	-3%	2%	1%	2%	-0.33	-0.028	0.15	0.075	-6.1%	-3%	-9%	14%	O=C(CCN1CCN(c2ccc(Cl)cc2)CC1)Nc1nccs1
26	-8%	-7%	8%	-3%	-0.34	0.57	0.15	0.53	-3.7%	2%	8%	-5%	CCOCCCNC(=O)C(NC(=O)c1ccccc1O)c1ccc(Cl)cc1 (stereo unspecified)
27	19%	-4%	1%	1%	-0.85	-0.21	-0.24	0.72	-17%	0%	-3%	0%	COc1cc2[nH]c(=O)n(Cc3ccc(C(=O)NCCCN4CCC(C)CC4)cc3)c(=O)c2cc1OC
28	-5%	-4%	6%	11%	-0.3	-0.072	-0.31	0.097	-2.6%	1%	10%	10%	Cn1c(=O)c2c(nc(NCc3ccco3)n2C)n(C)c1=O
29	0%	5%	9%	-78%	1.8	0.15	1.1	-1.3	-5.7%	10%	24%	-38%	Cn1c(SCC(=O)c2ccc(-c3ccccc3)cc2)nnc1-c1ccco1
30	11%	2%	-2%	0%	-0.36	-0.2	-0.018	0.12	-1.7%	0%	-7%	-2%	CCCSc1n[nH]c(NC(C)=O)n1
31	-14%	-10%	-4%	-9%	-0.028	-0.01	0.23	0.1	-8.3%	-4%	14%	-9%	CC(C)NC(=O)NC(=O)COC(=O)C1CCCN1C(=O)c1cccs1 (stereo unspecified)
32	5%	-8%	8%	8%	-1	-0.25	-0.53	0.35	-0.6%	-1%	-2%	12%	O=C(CSCc1ccc(Cl)cc1Cl)Nc1c[nH]c(=O)[nH]c1=O
33	7%	5%	-2%	.	0.31	-0.69	0.3	-0.5	.	0%	8%	.	Cc1ccc(-c2cc([C@H]3[C@@H]4C=CCC[C@@]4(C)C(=O)N3Cc3ccccc3)ccc2F)cc1
34	7%	-2%	-1%	-5%	0.54	0.44	0.62	1	-3.0%	7%	-6%	-11%	O=S(=O)(Nc1ccc(Br)cn1)c1cccs1
35	11%	-15%	6%	.	0.57	-0.24	0.5	-0.62	.	10%	18%	.	Oc1ccc(-c2nc3ccccc3s2)cc1
36	0%	2%	9%	-3%	-0.32	-0.16	-0.34	0.97	-5.1%	-4%	-3%	3%	O=C(Nc1ncn[nH]1)c1c(Cl)ccc(Cl)c1Cl

Additional structures
no.	M17LAP inhibition	LYP phosphatase	M1AAP inhibition	human PMI inhibitors	Dynein cargo inh	Dynein cargo inh cytoplasmic EGFP	Dynein cargo inh nuclear GR-EGFP	Dynein cargo inh cell count	XIAP antagonists	Siah-1 displacement	AID2073	human PMI inhibition	structure
37	14%	6%	0%	4%	0.65	-0.34	0.26	0.42	-1.4%	0%	48%	10%	Cc1cccc(NC(=S)Nc2cccc(C(F)(F)F)c2)n1
38	-4%	-8%	4%	14%	-0.61	-0.062	0.23	0.41	-6.7%	-1%	?	5%	COc1cc2[nH]c(=O)n(Cc3ccc(C(=O)NCC4CCCO4)cc3)c(=O)c2cc1OC (stereo unspecified)
39	5%	3%	-4%	10%	1.2	0.57	0.94	-1.5	-0.5%	1%	3%	11%	CC1C=CCC2C(=O)N(c3ccc(Cl)cc3O)C(=O)C12 (stereo unspecified)
40	16%	-1%	13%	2%	-1.2	-0.18	-0.41	0.83	-2.5%	2%	-4%	7%	C=CCn1c(Cc2csc(N)n2)nnc1SCC(=O)Nc1ccccc1C(F)(F)F

Reprinted, nos. 35 to 37
no.	M17LAP inhibition	LYP phosphatase	M1AAP inhibition	human PMI inhibitors	Dynein cargo inh	Dynein cargo inh cytoplasmic EGFP	Dynein cargo inh nuclear GR-EGFP	Dynein cargo inh cell count	XIAP antagonists	Siah-1 displacement	AID2073	human PMI inhibition	structure
35	11%	-15%	6%	.	0.57	-0.24	0.5	-0.62	.	10%	18%	.	Oc1ccc(-c2nc3ccccc3s2)cc1
36	0%	2%	9%	-3%	-0.32	-0.16	-0.34	0.97	-5.1%	-4%	-3%	3%	O=C(Nc1ncn[nH]1)c1c(Cl)ccc(Cl)c1Cl
37	14%	6%	0%	4%	0.65	-0.34	0.26	0.42	-1.4%	0%	48%	10%	Cc1cccc(NC(=S)Nc2cccc(C(F)(F)F)c2)n1

Assay outcomes as filed in PubChem.
